# Source: PubChem (several laboratories)
# LANA DNA inh: inhibitors of KSHV C-LANA binding to DNA, primary screen, biochemical, fluorescence polarization, FAM-LBS DNA, MBP-C-LANA, single point | Kaposi's sarcoma herpesvirus LANA C-terminal domain (residues 932-1162) DNA binding | inhibition, % at 9 µM | 340,000 tested, 0.078% active;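 active = highest replicate inhibition at or above 60% at 9 µM, even if other replicates fall short; inactive = all replicates below 60% inhibition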;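 also: 0% = neutral control wells and 100% = 4 µM acridine orange control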
# RTF Ca sens act: cardiac RTF calcium sensitivity activators, primary screen, biochemical, IANBD-TnC fluorescence, EC20 calcium. Troponin I, cardiac muscle (Homo sapiens) + Troponin T, cardiac muscle (Homo sapiens) + …. IANBD-labeled TnC RTF fluorescence at EC20 calcium; 0% EC20 calcium, 100% full calcium. activation, % at 7.2 µM. 340,000 tested, 0.24% active. AID 493008, 2010;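 active = activation above the mean over all tested compounds plus 3 SD, cut at about 30% in these data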;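 also: rise in fluorescence read as greater calcium sensitivity of cardiac thin filaments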
# Rtt109 HAT inh: inhibitors of C. albicans Rtt109/Vps75 HAT, primary screen, biochemical, ThioGlo CoA-SH fluorescence, plate reader; Histone acetyltransferase RTT109 (Candida albicans (strain SC5314 / ATCC MYA-2876)), …; 330,000 tested, 0.16% active; inhibition, % at 34.9 µM; purified Rtt109/Vps75, 4 h;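 active = inhibition of at least 50% in every replicate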
# Target sequence (Q5AAJ8 whole entry, looked up): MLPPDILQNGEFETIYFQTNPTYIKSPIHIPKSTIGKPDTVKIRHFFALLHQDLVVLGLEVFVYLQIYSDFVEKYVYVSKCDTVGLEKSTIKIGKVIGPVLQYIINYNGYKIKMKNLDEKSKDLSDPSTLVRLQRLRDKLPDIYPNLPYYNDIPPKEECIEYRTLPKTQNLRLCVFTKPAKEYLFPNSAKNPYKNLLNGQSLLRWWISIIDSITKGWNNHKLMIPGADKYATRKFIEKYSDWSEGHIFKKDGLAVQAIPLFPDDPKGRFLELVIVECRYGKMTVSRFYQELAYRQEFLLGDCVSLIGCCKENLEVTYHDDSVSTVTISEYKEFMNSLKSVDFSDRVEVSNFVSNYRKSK
# Cardiac RTF inh: cardiac RTF calcium sensitivity inhibitors, primary screen, biochemical, IANBD-TnC fluorescence, EC70 calcium | IANBD-labeled cardiac RTF, Ca2+ fluorescence | inhibition, % at 7.15 µM | 340,000 tested, 0.12% active;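 active = inhibition above the mean inhibition of all tested compounds plus 3 SD, cut at about 17% in these data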;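 also: assay run at fixed EC70 calcium of 1.6 mM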
# CAL PDZ FP-1: CAL PDZ peptide-binding inhibitors, primary screen, biochemical, fluorescence polarization, Cer-tagged CAL PDZ, HTS. purified CAL PDZ, TMR-peptide fluorescence polarization, 1 h. AID 504414, 2011. 330,000 tested, 0.02% active. inhibition, % at 20 µM. Golgi-associated PDZ and coiled-coil motif-containing protein (Homo sapiens), Q9HD26;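 active = highest replicate inhibition of at least 40%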;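 also: plate controls were DMSO neutral control wells for no effect and unlabeled competitor peptide control wells for full effect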
#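 Material: tagged CAL PDZ domain; buffer or medium: 25 mM sodium phosphate pH 7.4, 150 mM NaCl, TCEP, IgG, Thesit; compound dosing: single point, 20 µM; schedule: 1 h incubation at room temperature before polarization reading; measured by: FP readout, S and P plane fluorescence; read-out basis: percent inhibition from loss of millipolarization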
# CAL PDZ FP-2: untagged CAL PDZ binding inhibitors, primary screen, biochemical, fluorescence polarization, HTS | 300,000 tested, 0.92% active | AID 602252, 2012 | inhibition, % at 24.9 µM | Golgi-associated PDZ and coiled-coil motif-containing protein (Homo sapiens), Q9HD26 | purified CAL PDZ, TMR-peptide fluorescence polarization, 1 h;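 active = mean inhibition of at least 30% with at least half of replicates also reaching 30%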;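 also: 0% = DMSO neutral control and 100% = excess unlabeled competitor peptide PRC23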
# DAGLB inh: DAGLB lipase inhibitors, primary screen, biochemical, fluorescence, HTS; Diacylglycerol lipase-beta (Homo sapiens), Q8NCG7; HEK293T DAGLB membrane lysate, EnzChek fluorogenic substrate; inhibition, % at 5.17 µM; 340,000 tested, 0.059% active; in the data active = inhibition above about 34%;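 also: 0% = enzyme with vehicle and 100% = wells lacking enzyme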
# PKA-R2B activ: activators of PKA-R2B holoenzyme, primary screen, biochemical, fluorescence polarization, Cy5-IP20, human. cAMP-dependent protein kinase catalytic subunit beta (Homo sapiens) + cAMP-dependent …. AID 504700, 2011. 340,000 tested, 0.079% active. activation, % at 11.4 µM. PKA-R2B holoenzyme dissociation; R2B truncated from residue 108, S112A mutant; 0% DMSO only, 100% 113 µM cGMP;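 active = activation above a cutoff set at the mean over all compounds plus 3 SD, cut at about 18% in these data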;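 also: higher means more holoenzyme dissociation and a rise in polarization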
# Target sequence (P31323 whole entry, looked up, other chains not shown, the tested form may be a part): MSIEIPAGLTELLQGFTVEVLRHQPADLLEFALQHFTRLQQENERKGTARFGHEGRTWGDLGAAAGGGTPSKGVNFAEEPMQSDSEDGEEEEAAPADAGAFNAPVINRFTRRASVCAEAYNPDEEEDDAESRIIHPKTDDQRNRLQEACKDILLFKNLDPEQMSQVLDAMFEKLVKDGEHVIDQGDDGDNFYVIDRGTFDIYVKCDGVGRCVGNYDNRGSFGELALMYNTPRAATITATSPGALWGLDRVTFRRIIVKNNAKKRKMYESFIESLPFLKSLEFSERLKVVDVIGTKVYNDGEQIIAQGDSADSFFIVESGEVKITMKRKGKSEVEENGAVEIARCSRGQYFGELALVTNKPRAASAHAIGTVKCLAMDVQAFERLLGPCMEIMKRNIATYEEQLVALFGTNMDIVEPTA
# Keap1 Nrf2 FP: Keap1-Nrf2 protein-protein interaction inhibitors, primary screen, biochemical, fluorescence polarization, single point | Keap1 Kelch-Nrf2 peptide fluorescence polarization, 1536-well | inhibition, % at 9.4 µM | 340,000 tested, 0.15% active; in the data active = inhibition above about 12%;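 also: human Keap1 Kelch domain with fluorescein labeled Nrf2 9mer peptide probe; 0% = neutral control wells and 100% = peptide positive control; higher means more block of Keap1 binding to Nrf2 peptide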
# SR-BI uptake up: activators of SR-BI mediated DiI-HDL uptake, primary screen, ldlA[mSR-BI] CHO cells, DiI fluorescence; 3 h; 100 = double the neutral-control signal; activation, % at 12.5 µM; 320,000 tested, 0.096% active; AID 504775, 2011;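 active = mean replicate activation of at least 60% and every replicate at or above 60%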;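 also: 0% = median plate neutral-control signal and 100% = twice that signal; values of inactives mirror those of a sister screen read the other way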
#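 system = CHO ldlA[mSR-BI] cells, LDL receptor-null, SR-BI overexpressing | medium = Ham's F12 with 0.5% BSA, HEPES 25 mM, pH 7.4 | probe or stimulus = DiI-HDL 10 µg/mL | compound dosing = single-point compound dose | incubation = compound exposure 3 h, 37 °C | technique = DiI fluorescence, bottom read | read-out = cell-associated DiI fluorescence as measure of HDL uptake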
# * = called active by the depositor; nt = no result given.
SMILES,LANA DNA inh,RTF Ca sens act,Rtt109 HAT inh,Cardiac RTF inh,CAL PDZ FP-1,CAL PDZ FP-2,DAGLB inh,PKA-R2B activ,Keap1 Nrf2 FP,SR-BI uptake up
CC(C)CN(C(=O)COC(=O)c1ccc2c(c1)OCO2)c1c(N)n(Cc2ccccc2)c(=O)[nH]c1=O,-0.1,-8,-6,10,-1.4,6,2,9,-9,-14
O=C(c1ccccc1Cl)N(Cc1ccc(Br)cc1)N1C(=O)CCCC1=O,-2.0,-4,0,-4,-3.0,-3,-2,-11,-2,nt
O=[N+]([O-])c1ccc(-c2n(-c3ccccn3)c3ccccc3[n+]2-c2ccccn2)cc1,0.2,7,-11,2,-0.6,-4,3,2,2,20
C[C@H](CO)N1C[C@H](C)[C@@H](CN(C)S(=O)(=O)c2cn(C)cn2)Oc2ccc(NC(=O)Nc3ccccc3)cc2C1=O,0.1,8,-9,-12,-3.1,-4,0,-2,-2,1
O=C(Nc1ccncc1)Nc1ccc(F)cc1F,-0.9,-1,-11,-2,-1.3,-2,1,-7,-1,12
O=P(CCN1CCCCC1)(c1ccccc1)c1ccccc1,-0.2,-1,1,2,nt,2,-1,-1,-5,38
Cc1ccc(-n2c(SCC(=O)NCC3CCCO3)nc3n[nH]c(C)c3c2=N)cc1Cl (stereo unspecified),1.1,4,-18,-10,nt,-7,1,-6,-2,-51
O=C(N/C(=C/c1ccc(Br)cc1)C(=O)N1CCCC1)c1ccccc1F,-0.7,-2,-2,2,-0.9,-3,-2,3,-2,-22
COC(=O)c1cc2c(C)nn(C)c2s1,-0.3,-6,0,1,0.7,-1,-2,-2,1,3
COC(=O)c1cc(OC)c(OC)cc1NC(=S)N1CCN(C/C=C/c2ccccc2)CC1,-1.4,-10,3,-5,-0.3,3,-1,0,-3,-27
CC(C)Cn1c(SCC(=O)N(C)C2CCS(=O)(=O)C2)nc2cc(Cl)ccc2c1=O (stereo unspecified),0.3,-10,0,2,-0.2,-5,0,7,0,-6
COc1ccccc1/C=C/C(=O)NC(=S)N1CCN(C)CC1,-0.7,3,-8,-4,-2.1,-8,2,-5,-6,1
Cc1ccccc1Cn1nc(C)c(NC(=O)c2nc3n(n2)C(C(F)F)CC(C)N3)c1C (stereo unspecified),-1.8,3,-8,0,-1.0,-6,-2,6,-4,-12
COc1cc(S(=O)(=O)Nc2ccc(C)cc2)ccc1N=Cc1c(C)[nH]n(-c2ccc(C)cc2)c1=O,0.7,-2,5,4,-1.1,-1,1,-6,0,-22
CC(=O)Nc1cccc(NC(=O)CSc2nc(C3CC3)nc3ccccc23)c1,0.2,1,-3,-8,-5.7,-7,-5,0,-3,-24
CCOc1cc(C(=O)NCC(=O)N2CCC3(CC2)NCCc2[nH]cnc23)cc(OCC)c1OCC,1.3,-4,10,-3,-0.7,-5,2,-11,-1,16
Cc1cc(NC(=O)C2Oc3ccccc3OC2C)no1 (stereo unspecified),-0.5,1,3,-6,-2.4,7,-2,2,3,1
Fc1ccccc1NC(=S)Nc1cccc2cnccc12,1.2,-4,-7,5,-2.9,-3,-1,-8,2,6
Nn1cnc2scc(-c3ccc(Cl)cc3)c2c1=O,2.1,4,-3,-8,-0.8,-4,-1,0,-2,5
COC(=O)c1ccc(S(=O)(=O)N2CCCN(Cc3cccc(Br)c3F)CC2)n1C,-0.4,-2,-2,-5,-2.2,nt,-5,-4,0,-4
O=C(O)c1cccc(Cn2c(Cl)c(/C=N/NC(=O)c3ccco3)sc2=O)c1,-1.3,-6,-6,0,-2.7,4,-1,7,0,20
c1cnc(NC2CCCCCC2)nc1,4.7,3,-8,-13,-0.2,0,-6,-2,-2,24
O=C(O)/C=C/C(=O)O,-0.8,0,-1,-2,-0.3,0,-1,-8,-3,6
CCOc1ccc(NC(N)=O)cc1,-1.0,3,0,-1,-1.2,-3,0,1,2,0
COC(=O)[C@H](CC(C)C)NC(=O)Nc1ccc2c(c1)OCCO2,0.8,0,1,2,-1.0,-3,1,-6,-1,16
CC(C)(C)C1CCC(=NNC(=O)c2cc(-c3ccccc3)n[nH]2)CC1 (stereo unspecified),0.1,-7,-1,-14,-2.0,0,-3,-4,2,11
CC(=O)Cc1nsc(NC(=O)c2cn(-c3ccccc3)nc2-c2ccc(Br)cc2)n1,-0.4,1,-9,0,-1.8,-2,-1,4,-1,-42
CN(C)c1ccc(C(=O)n2nnc3ccccc32)cc1,-0.3,10,23,-7,-3.2,-4,0,11,2,28
CN=C(NC(=O)Nc1c(C)cccc1C)NC(=O)Nc1c(C)cccc1C,-1.0,-5,nt,-5,-1.8,-3,0,2,3,9
Cn1c(=O)n(C)c2cc(S(=O)(=O)Nc3ccc(F)cc3)ccc21,0.4,-3,8,-1,-1.3,nt,0,-4,-4,-27
O=C(CCc1ccc(S(=O)(=O)N2CCOCC2)cc1)OCC(=O)c1ccc(Br)cc1,-1.9,-7,-10,-10,-0.2,5,0,4,0,-8
O=C(CSc1nnc(CNc2ccc(F)cc2)o1)OC1CCCCC1,-2.5,-5,7,9,-0.8,0,-3,0,1,-8
CCOC(=O)CN1N=C(/C=C/c2ccc(OC)cc2)CCC1=O,-0.8,-5,4,0,0.2,nt,-5,3,2,47
CC1OC(Nc2ccc(OC(F)(F)F)cc2)C(O)C(O)C1O (stereo unspecified),-0.1,-3,3,-4,-1.7,nt,0,-3,0,-10
Nc1ncnc(Sc2ccccc2)c1[N+](=O)[O-],-1.5,1,-2,1,-1.6,0,0,-4,-1,21
CC/C(O)=C1\C(=O)CC(c2ccccc2)CC1=NCCc1c(C)[nH]c2ccc(C)cc12 (stereo unspecified),-0.3,1,-6,0,0.2,-2,-2,5,-1,-24
CCN1CC2=C(OC(N)=C(C#N)C2c2cccs2)/C(=C/c2cccs2)C1 (stereo unspecified),-1.6,1,11,-64,-0.3,43*,1,-2,-20,8
O=C(CCN1C(=O)c2ccccc2C1=O)Nc1cc(F)ccc1F,-1.2,-5,-3,-4,-3.2,0,-3,-1,3,1
O=C(COC(=O)/C=C/c1cccc(Br)c1)NC1CCCCCC1,-0.6,-6,-5,-4,0.1,-1,1,3,3,25
CC(C)(C)C(=O)O/N=C(\N)c1ccc(Oc2cc(Cl)cc(Cl)c2)c([N+](=O)[O-])c1,1.3,-5,9,9,-1.1,-3,-5,-2,1,-17
CCCCN(C)Cc1c(C)[nH]c2ccc(C)cc2c1=O,-1.9,4,nt,-2,-1.4,1,1,1,-6,24
Cc1cc(Nc2ccccc2F)n2nc(C)nc2n1,-0.4,4,0,-1,0.1,8,-3,8,1,12
CCCCN(CCNP(=O)(OCC)OCC)CP(=O)(OCC)OCC,-0.7,2,20,-2,0.7,-5,0,11,0,21
COc1cccc(NS(=O)(=O)c2ccc(-n3cccn3)cc2)c1,-2.5,1,0,-8,-3.2,-1,-1,-4,-6,33
Cn1c(SCC(=O)Nc2nccs2)nnc1-c1ccccn1,-1.2,-5,2,3,0.8,-6,0,-4,-3,16

# Entries of single compounds from above. Screens in order: LANA DNA inh | RTF Ca sens act | Rtt109 HAT inh | Cardiac RTF inh | CAL PDZ FP-1 | CAL PDZ FP-2 | DAGLB inh | PKA-R2B activ | Keap1 Nrf2 FP | SR-BI uptake up
# Record of O=C(CSc1nnc(CNc2ccc(F)cc2)o1)OC1CCCCC1 = -2.5 | -5 | 7 | 9 | -0.8 | 0 | -3 | 0 | 1 | -8
# Record of O=C(CCc1ccc(S(=O)(=O)N2CCOCC2)cc1)OCC(=O)c1ccc(Br)cc1 = -1.9 | -7 | -10 | -10 | -0.2 | 5 | 0 | 4 | 0 | -8
# Record of O=C(CCN1C(=O)c2ccccc2C1=O)Nc1cc(F)ccc1F = -1.2 | -5 | -3 | -4 | -3.2 | 0 | -3 | -1 | 3 | 1

# (more compounds)
SMILES,LANA DNA inh,RTF Ca sens act,Rtt109 HAT inh,Cardiac RTF inh,CAL PDZ FP-1,CAL PDZ FP-2,DAGLB inh,PKA-R2B activ,Keap1 Nrf2 FP,SR-BI uptake up
NN=C1c2ccccc2-c2ccc(N)cc21,1.1,0,2,4,1.5,-1,7,-2,-5,-18
COc1ccc(CSc2nnc(NC(C)=O)s2)cc1[N+](=O)[O-],-0.1,-4,-11,-13,1.5,-1,0,10,-5,13
Cc1cccc(NC(=O)C(C)SCc2nc3sc(C)c(C)c3c(=O)[nH]2)n1 (stereo unspecified),-1.7,5,4,0,-1.9,-3,-1,-5,-6,9
O=[N+]([O-])c1ccccc1OCCOCCOc1cccc2cccnc12,-0.4,2,-3,4,-1.5,-3,0,9,-1,-8
Cn1ccnc1SCC(=O)n1c2c(c3ccccc31)CCCC2,-0.2,-5,6,-10,-0.6,-4,-8,-12,-3,-26
CCCCC#Cc1cncc(C(=O)NN)c1,-0.7,8,-6,1,-1.1,-6,-12,0,-3,6
FC(F)(F)c1cc(N2CCNCC2)c2ccccc2n1,-0.1,7,-3,3,0.2,13,3,-2,0,1
CCOC(=O)c1ccc(NC(=O)c2nc[nH]c2C(=O)NCCNC(=O)c2[nH]cnc2C(=O)Nc2ccc(C(=O)OCC)cc2)cc1,0.2,8,2,-7,-0.6,-1,3,-2,-1,15
C[C@@H]1CN([C@H](C)CO)C(=O)c2cc(NC(=O)Nc3ccc(F)cc3)ccc2O[C@H]1CN(C)C(=O)Nc1ccc(C(F)(F)F)cc1,-1.3,-7,0,-4,-1.0,0,-1,4,-3,9
CC(C)(C)c1cc(=O)[nH]c(SCc2ccccc2)n1,0.6,0,3,5,nt,-2,-22,-1,-2,4
CCCCC(=O)Nc1ccc(C(=O)Nc2ccc3c(c2)OCO3)cc1,1.1,2,5,0,-1.1,1,0,-15,0,-37
O=C(c1c(O)c2ccccc2oc1=O)C1CCC1,1.5,0,-7,-5,-1.7,6,-1,-6,1,7
NC(=O)c1ccsc1NC(=O)CN1C(=O)NC2(CCCC2)C1=O,-1.2,0,-3,-6,-0.6,0,1,7,-2,14
O=C(Nc1ccc(O)c2c(=O)cc(-c3ccccc3Cl)oc12)c1ccc(Cl)c(Cl)c1,-1.0,-6,7,-8,-1.0,0,0,-1,-2,3
